KLF5 inhibitor = suppresses KLF5 promoter-driven expression. DLD-1 KLF5 promoter-luciferase reporter, luminescence. 290,000 compounds, 0.23% hits. inhibition, % at 5 µM;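 active means inhibition above a per-plate limit of that plate's mean compound inhibition plus 3 SD, cut at about 60% in these data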;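 further: 0% = DMSO wells and 100% = LY294002 at 200 µM; higher means less KLF5 promoter-driven luciferase light; inactives centre near -14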
HIF act = HIF pathway transcriptional activation. U2OS HRE-luciferase reporter, luminescence; normalized: DMSO 0%, desferrioxamine 100%. activation, % at 7.5 µM (by protocol). 300,000 compounds, 0.32% hits;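 active means mean activation of at least 10% of the iron chelator positive control signal, with at least half of replicates also reaching 10%; inconclusive means mean and replicate majority disagree about reaching 10%; inactive means mean and most replicates under 10%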
SKKanGAS inh = inhibitors of SKKanGAS S. pyogenes growth in kanamycin (SK-promoter or general growth effect); inhibition, % at 7.5 µM; BacTiter-Glo, 6 h; 300,000 compounds, 1.3% hits;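 active means mean replicate score, as percent of positive control median, at least 50; inconclusive means mean below 50 but one replicate at or above 50; inactive means mean and every replicate below 50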;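 further: strain carries kanamycin resistance gene driven by streptokinase promoter and grows in 40 µg/ml kanamycin; loss of luminescence reflects streptokinase promoter inhibition or plain growth inhibition; 0% = median of DMSO wells and 100% = positive control at its reference dose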
aSyn 5UTR inh = 5' untranslated region of α-synuclein, MLPCN primary screen; alpha-synuclein 5'UTR reporter, inhibitor activity; inhibition, % (tested at 7.5 µM); 300,000 compounds, 0.82% hits; in the data active means inhibition above about 60%; inconclusive means no clear call, values can overlap the other calls;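 further: H4 neuroglioblastoma cells stably carrying SNCA 5'UTR luciferase fusion; 0% = DMSO wells and 100% = positive control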
AI-2 QS modul = modulators of Vibrio harveyi AI-2 quorum sensing system. Vibrio harveyi JMH597 AI-2 luminescence/OD600 ratio, 9 h; hits give low values; strain lacks LuxN and CqsS sensors; 0 = neutral-control median. activity change, % at 7.5 µM. 300,000 compounds, 0.4% hits. AID 2094; in the data active means activity change below about -75%, passing the limit was not always enough; inconclusive means no clear call, values can overlap the other calls;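 further: luminescence divided by OD600 gain over 9 h not by final OD600 alone; inactives centre near 13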
Platelet DG rel = platelet dense granule release activity | human platelet-rich plasma, SFLLRN dense granule ATP release, luminescence | inhibition, %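 (compounds screened at 7.5 µM in platelet-rich plasma)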 | 300,000 compounds, 0.22% hits | AID 1663;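 active means mean replicate score, as percent of positive control, at or above 50; inconclusive means mean below 50 but at least one replicate at or above 50; inactive means mean and every replicate below 50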
HSF1 inhib = HSF1 inhibition | AID 2098 | NIH3T3-HGL HSE-luciferase, MG132-induced, luminescence 8 h; hits give low values | 300,000 compounds, 0.77% hits | activity change, negative = inhibition, % at 7.5 µM (by protocol);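 active means more than half of replicate wells show activity change below -50%, luminescence cut by over half; inconclusive means some wells, but at most half, below -50%; inactive means no replicate well below -50%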;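 further: luciferase reports HSF-1 transcriptional activity via heat shock element; 0% = median of DMSO wells and -100% = zero luminescence signal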
IEC-6 cytotox = IEC-6 cytotoxicity, counter-screen for KLF5 inhibitors; luminescence viability; inhibition, % at 5 µM; 290,000 compounds, 0.78% hits; in the data active means inhibition above about 22%;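 further: 0% = plate median of test compound wells and 100% = cytotoxic reference compound wells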
HSF1 activator = increases HSF-1 driven luciferase reporter signal; NIH3T3-HGL HSF-1 luciferase reporter, MG132, 8 h; 100% = twice DMSO control signal; activation, % at 9 µM; 300,000 compounds, 1.7% hits;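 active means mean replicate activation of at least 50% with a set share of replicates each reaching 50%; inconclusive means only one of those two conditions met; inactive means mean below 50% and too few replicates reaching it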;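 further: 0% = median of the neutral control wells and 100% = twice that signal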
HSP90 inh = blocks HSP90-mediated luciferase refolding in reticulocyte lysate. Rabbit reticulocyte lysate, luciferase refolding luminescence, 3 h. inhibition, % at 5.6 µM. 290,000 compounds, 0.91% hits. AID 1789;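 active means inhibition above the screen-wide mean plus 3 SD, computed separately per campaign, cut at about 16% in these data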;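 further: 0% = DMSO wells and 100% = 60 µM geldanamycin wells; inhibitors lower the luminescence because luciferase stays unfolded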
Starred values were filed as active, the others as inactive; ? = inconclusive; nt = not tested or not shown. Outcome played no part in choosing rows (roughly 6% active in at least one column).

SMILES	KLF5 inhibitor	HIF act	SKKanGAS inh	aSyn 5UTR inh	AI-2 QS modul	Platelet DG rel	HSF1 inhib	IEC-6 cytotox	HSF1 activator	HSP90 inh
COc1ccc2[nH]c(=O)c(CN(Cc3ccccc3)C(=S)NCC3CCCO3)cc2c1 (centres undefined)	5	-0.8	2	25	19	-5	6	0	10	1
COc1ccc(OC)c(NC(=O)C2CCN(S(=O)(=O)c3ccc4c(c3)CC(C)N4C(C)=O)CC2)c1 (centres undefined)	-6	-0.3	-1	14	7	7	1	10	16	-2
Cc1c(C(=O)OCC(=O)NCC2CCCO2)cccc1[N+](=O)[O-] (centres undefined)	-8	1.4	2	3	20	-2	6	-4	-4	-2
COc1cc(C)ccc1S(=O)(=O)N1CCN(C23CC4CC(CC(C4)C2)C3)CC1	-14	-0.3	-6	-11	9	12	1	-2	18	-1
S=c1[nH]nc(-c2ccco2)n1/N=C/C(Cl)=C/c1ccccc1	-110	4.4	26	-172	57	0	142	-4	182*	3
CCOC(=O)Nc1ccc(NS(=O)(=O)c2ccc(C)cc2)cc1	-7	0.4	-7	-6	41	6	1	11	10	2
COc1cccc(CC(=O)OCC(=O)N(C)CC(=O)Nc2ccc(Cl)c(C(F)(F)F)c2)c1	nt	-0.1	0	-1	27	-36	5	nt	24	nt
O=C1CN(S(=O)(=O)c2ccc(Cl)cc2)CC(=O)N1CCc1ccccc1	-13	0.3	-1	19	6	-3	6	-1	-7	2
CCCN(CCC)CCCNC(=O)Cn1cnc2sc(C)c(S(=O)(=O)N3CCOCC3)c2c1=O	-13	0.3	9	-7	10	1	-7	2	-5	-1
O=C(NCC1CCS(=O)(=O)C1)Oc1ccccc1 (centres undefined)	-7	0.1	4	19	-2	-2	1	2	-2	5
COc1cccc(CNC(=O)[C@@H](C)N2C(=O)N3CCc4c([nH]c5ccc(OC)cc45)C3(C)C2=O)c1 (some centres undefined)	-4	0.2	6	19	-5	-4	5	4	11	-5
COc1ccc(O)c(C(=O)c2cnn(C(=O)c3cc(C)oc3C)c2)c1	9	0.2	0	3	31	3	19	6	42	4
COc1ccccc1OCc1nc2ccccc2s1	-136	-0.1	21	21	15	-1	10	3	22	14
COc1ccc(CCNC(=O)CCCOc2cccc(C)c2C)cc1OC	-22	0.0	-2	21	22	-3	-1	-2	1	9
COc1nc(-c2ccccc2)ccc1-c1noc(-c2ccccc2F)n1	-54	1.7	14	-109	29	0	21	1	37	-3
O=C(NCCCn1ccnc1)c1cc(-c2cccc(O)c2)on1	-21	5.5	-4	-65	22	-1	-1	5	1	-4
Cc1ccccc1OCc1n[nH]c(=S)n1-c1ccccc1	-27	-0.3	-1	2	3	11	5	-4	2	-2
CN(C(=O)CCc1nc2ccccc2s1)c1ccccc1	-6	0.0	5	-8	1	0	1	-4	11	-1
CCOc1cccc(CN2CCCC(N3CCc4cc(OC)c(OC)cc4C3)C2)c1O (centres undefined)	-26	-3.6	-16	-1	17	-9	0	0	3	0
CCOC(=O)c1ccc(NC(=O)NCCc2ccccc2OC)cc1	-1	-1.3	9	8	16	4	5	-2	-3	-5
CCOc1cc(NC(=O)C2CC2)c(OCC)cc1NC(=O)c1cccc(F)c1	26	0.4	1	-4	nt	-2	0	5	-2	2
Cc1ccc(-c2nc3ccccc3nc2NN)cc1	-71	18*	7	20	25	0	17	8	39	2
S=C1NC2(CCCCC2)N=C1c1ccccc1	-10	-0.2	5	20	3	-11	-2	-3	-7	-4
C/C(=N\N1CCN(C)CC1)c1ccc(Cl)c(Cl)c1	-10	0.1	0	7	6	7	-4	-5	1	2
CCCc1cc(=O)oc2cc(OCc3nn[nH]n3)ccc12	-42	-0.2	3	-13	18	-5	0	-2	1	3
COc1ccc(C)cc1NC(=O)c1ccccc1NS(=O)(=O)c1ccc(Cl)s1	-9	-0.2	36	0	23	1	18	4	22	6
COc1ccc(C)cc1S(=O)(=O)NC1CCCCCC1	-12	0.2	1	-17	-14	7	-5	4	-23	1
CCCNC(=O)c1[nH]c(C)c(C(C)=O)c1C	-11	-0.5	-6	6	-3	-2	-4	1	-1	-2
CN(C(=O)c1ccc2c(c1)CCO2)C(C)(C)C	-3	-0.3	3	-4	9	-8	3	-4	0	-2
Oc1ccc(/C=N/Nc2nc(-c3ccccc3F)nc3ccccc23)c(O)c1	-36	0.0	0	52	41	4	-6	-1	-8	1
COc1ccc(N=C2SCC(c3ccccc3)=NN2C)cc1	-43	0.9	-6	-35	-87*	-13	20	-1	19	2
O=C(/C=C/c1ccc(Cl)c(Cl)c1)N1CCOCC1	-101	0.2	3	-41	6	1	15	2	26	-4
C/C(=N\NC(=O)CN1CCN(Cc2ccc(C)cc2)CC1)c1ccncc1	-23	0.0	2	20	15	21	-4	-6	10	-1
COc1ccc(CNc2ccc3cn[nH]c3c2)c(OC)c1OC	6	-0.1	5	-15	14	2	6	3	-2	1
CCOc1ccc(NS(=O)(=O)c2ccc3c(c2)CCN3C(C)=O)cc1	-35	3.1	-9	-6	13	-3	1	0	7	4
Cc1ccc(/C=C2\C(=N)N3N=C(CC(=O)N4CCCCC4)SC3=NC2=O)cc1	-21	0.3	1	22	16	-4	-3	2	-1	2
COc1ccc(CNC(=O)Cn2nc(-c3ccc4c(c3)OCCO4)ccc2=O)cc1	-25	-0.6	7	4	28	0	9	-1	20	2
O=C(O)c1ccc(/C=N/Nc2cccc(C(F)(F)F)c2)cc1	-94	3.0	-5	-137	nt	7	24	9	?	-4
Cc1ccccc1-n1ncc2c1CC(C)(C)CC2NC(=O)c1cn[nH]c1C (centres undefined)	8	-0.5	-5	12	3	11	-2	4	-12	2
N#C/C(=N\Nc1ccc(S(=O)(=O)N2CCc3ccccc32)cc1)C(N)=S	-2	-1.0	?	10	9	-1	-11	-1	-17	3

A draw from above in order of molar mass, low to high:
SMILES	KLF5 inhibitor	HIF act	SKKanGAS inh	aSyn 5UTR inh	AI-2 QS modul	Platelet DG rel	HSF1 inhib	IEC-6 cytotox	HSF1 activator	HSP90 inh
CCCNC(=O)c1[nH]c(C)c(C(C)=O)c1C	-11	-0.5	-6	6	-3	-2	-4	1	-1	-2
CN(C(=O)c1ccc2c(c1)CCO2)C(C)(C)C	-3	-0.3	3	-4	9	-8	3	-4	0	-2
O=C(/C=C/c1ccc(Cl)c(Cl)c1)N1CCOCC1	-101	0.2	3	-41	6	1	15	2	26	-4
COc1ccc(C)cc1S(=O)(=O)NC1CCCCCC1	-12	0.2	1	-17	-14	7	-5	4	-23	1
COc1ccc(N=C2SCC(c3ccccc3)=NN2C)cc1	-43	0.9	-6	-35	-87*	-13	20	-1	19	2
COc1ccc(CNc2ccc3cn[nH]c3c2)c(OC)c1OC	6	-0.1	5	-15	14	2	6	3	-2	1
CCOc1ccc(NS(=O)(=O)c2ccc3c(c2)CCN3C(C)=O)cc1	-35	3.1	-9	-6	13	-3	1	0	7	4
Cc1ccccc1-n1ncc2c1CC(C)(C)CC2NC(=O)c1cn[nH]c1C (centres undefined)	8	-0.5	-5	12	3	11	-2	4	-12	2
C/C(=N\NC(=O)CN1CCN(Cc2ccc(C)cc2)CC1)c1ccncc1	-23	0.0	2	20	15	21	-4	-6	10	-1
N#C/C(=N\Nc1ccc(S(=O)(=O)N2CCc3ccccc32)cc1)C(N)=S	-2	-1.0	?	10	9	-1	-11	-1	-17	3
Cc1ccc(/C=C2\C(=N)N3N=C(CC(=O)N4CCCCC4)SC3=NC2=O)cc1	-21	0.3	1	22	16	-4	-3	2	-1	2

Later entries
SMILES	KLF5 inhibitor	HIF act	SKKanGAS inh	aSyn 5UTR inh	AI-2 QS modul	Platelet DG rel	HSF1 inhib	IEC-6 cytotox	HSF1 activator	HSP90 inh
O=C(NCCC1CCCCN1S(=O)(=O)c1ccccc1)C(=O)NCc1ccccc1 (centres undefined)	nt	-0.7	-7	20	16	2	-3	nt	-7	nt
CC(C)NC(=O)CC(=O)N/N=C/c1ccccc1F	-12	0.5	-4	8	23	6	-4	0	-2	2
Cc1cn(CCC(=O)Nc2ccc(N3CCOCC3)cc2)c2ccccc12	-44	2.1	-1	-128	17	2	14	1	13	2
Cc1cccc(NC(=O)c2nc[nH]c2C(=O)NCC(=O)OC(C)(C)C)c1	nt	0.4	-2	11	8	10	0	nt	-11	nt
CC(OC(=O)c1ccco1)C(=O)NC1CCCCC1 (centres undefined)	-47	0.1	1	-1	4	-4	3	2	17	0
COc1ccccc1NC1CCCCC1NS(=O)(=O)c1ccccc1 (centres undefined)	-10	-0.3	2	1	-14	1	4	-5	6	-4
O=C1CCC(=O)N1c1ccc(NC2CCN(Cc3ccccc3)CC2)c([N+](=O)[O-])c1	-1	-0.3	-18	-3	12	3	2	-4	3	-7
Cc1nc2ccc(NC(=O)C(F)(F)F)cc2o1	8	-0.2	-2	1	26	-1	10	-1	-5	2
O=C(Nc1nc2ccc([N+](=O)[O-])cc2s1)c1ccncc1	-80	1.1	-5	-104	7	19	1	0	35	-6
O=C(c1cccc2ccccc12)N1CCN(CC2CC=CCC2)CC1 (centres undefined)	13	nt	-5	6	15	9	-11	0	-8	3
Cc1oc(C(C)(C)C)cc1C(=O)NCc1ccc2c(c1)OCO2	-15	-0.6	6	16	10	1	1	-1	-3	3
Cc1cc(C)cc(NC(=O)CSc2nc(N)c(NC(=O)c3cccs3)c(=O)[nH]2)c1	-4	0.1	-3	-4	26	-1	1	1	10	-7
CC(=O)c1cccc(NC(=O)CN(C)Cc2ccc(OC(F)F)cc2)c1	-11	0.0	-10	6	37	2	-6	-1	-5	4
O=C(CSC1=Nc2ccccc2C2=NC(c3ccccc3)C(=O)N12)NCC1CCCO1 (centres undefined)	-20	-9.3	0	-30	22	0	5	0	8	-2
COc1cc(NC(=O)Cn2cnc(S(=O)(=O)N3CCC(C)CC3)c2)cc(OC)c1OC	-23	-0.4	-3	14	14	9	4	3	-11	0
Cc1cccc(C)c1NC(=O)N1C2CCC1CC(O)(c1cccnc1)C2 (centres undefined)	-1	-0.6	-1	-2	-6	9	-3	-9	-4	-4
COc1cccc(-n2c(=O)n(Cc3ccccc3)c(=O)c3[nH]cnc32)c1C	0	0.2	1	-8	24	9	5	-1	12	-3
COCCNc1cc(NCCOC)c([N+](=O)[O-])cc1[N+](=O)[O-]	-17	-0.1	9	10	16	4	-4	-6	7	2
CC1(C)CC(=O)C(C(c2cccc([N+](=O)[O-])c2)C2C(=O)CC(C)(C)CC2=O)C(=O)C1	-5	-0.6	-4	-13	16	-9	-4	3	2	-2

Assay outcomes (PubChem)
